High-throughput results deposited in PubChem by Broad Institute.
BL2 CD40 inh – CD40 pathway inhibition in BL2 cells. BL2 NF-kB luciferase reporter, CD40L-induced, 4 h. inhibition, % at 10 µM. 0.94% of 83,000 active;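 active = mean inhibition of at least 50% with a set share of replicates also reaching that level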;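 note: 0% = neutral control wells and 100% = IKK inhibitor VII at 50 µM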
The depositor's hits bear a star; & = joins results of further samples; [ ] = another dose, or the depositor's remark.

Preview (20 entries):
BL2 CD40 inh	SMILES
-30.0[25 µM]	CN(C)C(=O)c1ccc(-c2ccc([C@H]3[C@@H](C#N)N(S(C)(=O)=O)[C@@H]3CO)cc2)cc1
7.9	O=C(Nc1cccc2ncccc12)C(c1ccccc1)c1ccccc1
1.6	CC(=O)Nc1nonc1-c1nc2ccccc2n1Cc1nnc(C)o1
8.7	CCOc1cnc(-c2c(-c3ccccc3Cl)noc2C)o1
14.2	CCC(=O)Nc1cc2c(cc1C(=O)CC)OCCO2
13.3	Cc1ccccc1NS(=O)(=O)c1ccc(C(=O)N2CCC2)cc1
-12.5	Cc1cccc(NC(=O)C2CCN(C(=O)c3ccc(Cl)cc3)CC2)n1
-7.9	COc1cccc(C(=O)Oc2ccc(N3C(=O)CCC3=O)c(C)c2)c1
4.5	Cc1cccc(C(=O)N=C2SC3CS(=O)(=O)CC3N2c2ccccc2)c1 (stereo unspecified)
-21.2	CSCCC(NC(=O)c1ccc(Cl)cc1)C(=O)OCC(=O)N1CCCC1=O (stereo unspecified)
-0.5[25 µM]	COc1ccc(CN2[C@H](CO)[C@@H]3c4ccccc4N(C(=O)C4CC4)C[C@@H]32)cc1
1.1	Cc1nnc2ccc(-c3cccc(NS(=O)(=O)c4ccccc4Cl)c3)nn12
-2.7	Cc1nc(Nc2ccccc2)sc1C
-8.1	Cn1nc(C(=O)Nc2ccc(-n3cnnn3)cc2)c2ccccc2c1=O
-3.4	COc1cccc2cc(C(=O)N3CCCc4ccccc43)oc12
7.3	O=C(C1CCN(S(=O)(=O)N2CCOCC2)CC1)N1CCOCC1
4.1	CC(=O)Nc1ccc(NC(=O)CC(c2ccccc2)c2ccccc2)cc1
-44.9	Cc1noc(C)c1C(=O)OCC(=O)c1c[nH]c2ccccc12
2.5	O=C(CN1C(=O)COc2ccccc21)c1ccc(Cl)cc1
-5.5[25 µM]	COCC#Cc1ccc([C@@H]2[C@H](CO)N3C(=O)CN(C(=O)c4ccncc4)C[C@@H]23)cc1

The listing (from the top)
BL2 CD40 inh	SMILES
-30.0[25 µM]	CN(C)C(=O)c1ccc(-c2ccc([C@H]3[C@@H](C#N)N(S(C)(=O)=O)[C@@H]3CO)cc2)cc1
7.9	O=C(Nc1cccc2ncccc12)C(c1ccccc1)c1ccccc1
1.6	CC(=O)Nc1nonc1-c1nc2ccccc2n1Cc1nnc(C)o1
8.7	CCOc1cnc(-c2c(-c3ccccc3Cl)noc2C)o1
14.2	CCC(=O)Nc1cc2c(cc1C(=O)CC)OCCO2
13.3	Cc1ccccc1NS(=O)(=O)c1ccc(C(=O)N2CCC2)cc1
-12.5	Cc1cccc(NC(=O)C2CCN(C(=O)c3ccc(Cl)cc3)CC2)n1
-7.9	COc1cccc(C(=O)Oc2ccc(N3C(=O)CCC3=O)c(C)c2)c1
4.5	Cc1cccc(C(=O)N=C2SC3CS(=O)(=O)CC3N2c2ccccc2)c1 (stereo unspecified)
-21.2	CSCCC(NC(=O)c1ccc(Cl)cc1)C(=O)OCC(=O)N1CCCC1=O (stereo unspecified)
-0.5[25 µM]	COc1ccc(CN2[C@H](CO)[C@@H]3c4ccccc4N(C(=O)C4CC4)C[C@@H]32)cc1
1.1	Cc1nnc2ccc(-c3cccc(NS(=O)(=O)c4ccccc4Cl)c3)nn12
-2.7	Cc1nc(Nc2ccccc2)sc1C
-8.1	Cn1nc(C(=O)Nc2ccc(-n3cnnn3)cc2)c2ccccc2c1=O
-3.4	COc1cccc2cc(C(=O)N3CCCc4ccccc43)oc12
7.3	O=C(C1CCN(S(=O)(=O)N2CCOCC2)CC1)N1CCOCC1
4.1	CC(=O)Nc1ccc(NC(=O)CC(c2ccccc2)c2ccccc2)cc1
-44.9	Cc1noc(C)c1C(=O)OCC(=O)c1c[nH]c2ccccc12
2.5	O=C(CN1C(=O)COc2ccccc21)c1ccc(Cl)cc1
-5.5[25 µM]	COCC#Cc1ccc([C@@H]2[C@H](CO)N3C(=O)CN(C(=O)c4ccncc4)C[C@@H]23)cc1
-1.1	Cc1csc(=O)n1CCC(=O)OCC(=O)NNC(=O)c1ccc(Cl)cc1
2.6	O=C(CNS(=O)(=O)c1ccc(Cl)cc1)OCC(=O)N1CCCc2ccccc21
1.6	COc1cc(N2CCOCC2)ccc1C=C(C#N)C#N
9.8	Cc1nc(CNS(=O)(=O)c2ccc3ccccc3c2)cs1
5.7	CC1Cc2ccccc2N1C(=O)CN1C(=O)NC(C)(c2ccc3c(c2)OCCO3)C1=O (stereo unspecified)
7.1	O=C(O)C1C2CC(C(Br)C2Br)C1C(=O)O (stereo unspecified)
-6.0[25 µM]	O=C1CNC[C@H]2[C@H](c3ccc(-c4ccccc4F)cc3)[C@H](CO)N12
-0.4	CC1(C)NC(=O)N(CC(=O)OCC(=O)Nc2sccc2C#N)C1=O
-0.8	CN1C(=O)c2cc(NC(=O)c3ccc(F)cc3)ccc2OC[C@@H]2O[C@@H](CC(=O)NCC3CCCCC3)CC[C@H]21
26.2	CSc1nc(N(C)C)nc(N(C)C#N)n1

Shown as a markdown table: part of the list above.
| compound | BL2 CD40 inh |
| --- | --- |
| CSCCC(NC(=O)c1ccc(Cl)cc1)C(=O)OCC(=O)N1CCCC1=O (stereo unspecified) | -21.2 |
| COc1ccc(CN2[C@H](CO)[C@@H]3c4ccccc4N(C(=O)C4CC4)C[C@@H]32)cc1 | -0.5[25 µM] |
| Cc1nnc2ccc(-c3cccc(NS(=O)(=O)c4ccccc4Cl)c3)nn12 | 1.1 |

Next entries follow.
BL2 CD40 inh	SMILES
3.3	O=C(c1ccc(S(=O)(=O)N2CCOCC2)cc1)N1CCOCC1
4.6	OC(CCCCN1CCCCC1)c1ccccc1 (stereo unspecified)
-19.0	Cc1cc(C)nc(-n2nc(C)cc2NC(=O)c2ccc(F)cc2F)n1
6.8	Cc1csc(Sc2ccc(S(=O)(=O)N3CCCC3)cn2)n1
4.3	CCOc1cc(S(=O)(=O)N(Cc2ccccc2)Cc2ccccc2)c(OCC)cc1-n1cnnn1
-80.5	O=C(Cc1ccccc1)c1ccc2c(c1)OCCO2
5.2	CCOC(=O)C1C(=O)NC(SCC(=O)OC)=C(C#N)C1c1ccccc1OCC (stereo unspecified)
9.6	CCn1c(SCc2ccccc2)nnc1-c1cccnc1
6.3	O=c1[nH]c(-c2ccccc2)ncc1Oc1ccccc1
-20.3	CCOc1ccc(-c2nc(CSc3nncs3)cs2)cc1OC
-5.6[25 µM]	COc1ccc2c3c([nH]c2c1)[C@H](CO)N(S(C)(=O)=O)CC31CN(C(=O)c2ccccc2)C1
1.9	CC(C)c1onc(C(=O)N2CCCCCC2)c1[N+](=O)[O-]
12.8	Cc1ccc(O)c(NC(=O)CCCC(=O)O)c1
-6.4	O=C(Cc1ccncc1)NCC[C@H]1CC[C@H](NC(=O)C2CCCC2)[C@H](CO)O1
-9.2[25 µM]	CC(=O)N(O)[C@@H]1c2cc(C#N)ccc2OC(C)(C)[C@H]1O
1.6	Cc1cc(S(=O)(=O)NCC(c2ccc3c(c2)OCO3)N2CCOCC2)ccc1F (stereo unspecified)
2.8	Cc1ccc(C(=O)NCC(=O)NCCCc2ccccc2)s1
-5.6[25 µM]	CCC(=O)N1[C@@H]2c3ccc(-c4cncnc4)c(=O)n3C[C@H]1[C@H](CO)[C@H]2C(=O)N1CCc2ccccc2C1
-0.6	O=C(CCN1C(=O)/C(=C/c2cccs2)SC1=S)Nc1ccccn1
-2.0	O=C(CCC(=O)OCC(F)(F)C(F)F)Nc1ccc(Cl)cc1
-2.8	COc1ccc(NC(=O)CSc2nnc3ccc(-c4ccccn4)nn23)cc1OC
4.3	Cn1ccnc1C(O)c1cccc(OCc2ccccc2)c1 (stereo unspecified)
13.3	CC(=O)c1cccc(NC(=O)Nc2ccc(C(=O)N3CCCC3)cc2)c1
-16.8[25 µM]	O=C(c1ccc(F)cc1)N1CC[C@H]2[C@H](CO)Nc3ccc(C#Cc4ccccc4F)cc3[C@H]21
7.9	C=CCn1cnnc1SCC(=O)N(C1CCCCC1)C1CCS(=O)(=O)C1 (stereo unspecified)
21.5	COc1ccc(C(=O)N2CCCC(C(N)=O)C2)cc1S(=O)(=O)N1CCOCC1 (stereo unspecified)
-59.3	COc1cccc(NC(=S)N(Cc2ccc(C(=O)O)cc2)Cc2ccc(OC)c(OC)c2)c1
6.4	CCOc1ccc(CCNC(=O)c2cccc(S(=O)(=O)N3CCOCC3)c2)cc1OCC
3.4	Cc1ccc(N2C(=O)c3ccccc3C2(O)c2ncc[nH]2)cc1 (stereo unspecified)
19.9	NC(=O)C1(N2CCCCC2)CCN(c2nc(-c3ccccc3)cs2)CC1
25.4	O=C(NCc1ccc(F)cc1)C1CCCN1S(=O)(=O)c1ccccc1C(F)(F)F (stereo unspecified)
5.0	O=C(Nc1ccncc1)C1CCN(S(=O)(=O)c2ccccc2)CC1
6.9[25 µM]	CCS(=O)(=O)N1CC2(CN(Cc3ccc4c(c3)OCO4)[C@H](CO)c3[nH]c4cc(OC)ccc4c32)C1
1.3	COc1ccc(CN2[C@H](CO)[C@H]3c4ccccc4N(C(=O)Nc4ccccc4)C[C@H]32)cc1
2.3	NS(=O)(=O)c1ccc(N/N=C/c2ccccn2)c([N+](=O)[O-])c1
-0.9	c1ccc(-c2noc(CSc3nnnn3-c3ccccc3)n2)cc1
10.5	CCC(=O)NCCNC(=O)c1c(SC)nsc1SC
14.2	CCOC(=O)c1sc(C)c2c1NC1(CCCCCC1)NC2=O
-2.2	CC(C)CCn1c(CN2CCOCC2)nc2c1c(=O)n(C)c(=O)n2C
3.6	O=C(O)c1cc2ccccc2[nH]1
6.3	CCOC(=O)c1c(-c2cccs2)csc1NC(=O)c1ccco1
-5.8	CC(Nc1cccc([N+](=O)[O-])c1)C(=O)Nc1ccc(S(=O)(=O)N2CCCC2)cc1 (stereo unspecified)
11.7&-16.2[25 µM]	Fc1cccc(CN2C[C@@H]3N[C@H](C2)C3c2ccc(/C=C/c3ccccc3)cc2)c1 (stereo partly specified)
-7.0[25 µM]	c1ccc(C(NCc2cccnc2)(c2ccccc2)c2ccccc2)cc1
-95.0	O=c1oc(-c2ccccc2)nc2sc3c(c12)CCC3
-85.0	O=C(Nc1nc(-c2ccccn2)cs1)Nc1ccc(F)cc1F
24.3	CCOC(=O)C1(Cc2cccc(OC)c2)CCN(Cc2cccc(OC)c2O)CC1
-0.2	CCOC(=O)CCC(=O)c1c(C)oc2ccc(OC)cc12
13.3[25 µM]	CCS(=O)(=O)N1CC2(CN(Cc3ccc4c(c3)OCO4)[C@@H](CO)c3c2c2ccc(OC)cc2n3C)C1
-17.9	c1ccc(Cc2nn3c(COc4ccccc4)nnc3s2)cc1
-37.3	c1csc(Cc2nc(-c3ccc(-n4cccc4)cc3)no2)c1
-21.4	O=C(OCc1cc(Cl)cc2c1OCOC2)c1cccnc1Cl
-58.4	O=c1[nH]nc(SCc2nc3ccccc3s2)n1C1CC1
-38.6	Cc1ccc(-c2cc(C(=O)O)c3ccccc3n2)s1
16.0	COC(=O)CN1C(=S)N(c2ccc(F)cc2)C(=O)C1CC(=O)Nc1ccccc1 (stereo unspecified)
-2.5	COCCN1C[C@@H](CO)O[C@@H](n2cnc3c(N4CCN(C)CC4)ncnc32)C1
-9.2[25 µM]	CS(=O)(=O)N1[C@H](C#N)[C@H](c2ccccc2-c2ccccc2F)[C@@H]1CO
4.3	CCOc1ccccc1Oc1coc2cc(OCC(=O)O)ccc2c1=O
-31.0	Cc1noc(C)c1COc1cccc(C(=O)Nc2ccc(C#N)cc2)c1
25.6	N#C[C@H]1[C@H](c2ccc(-c3ccc(F)cc3)cc2)[C@H](CO)N1C(=O)Cc1ccccc1

Later entries
BL2 CD40 inh	SMILES
9.4[25 µM]	COCC(=O)N1C[C@@H]2[C@H](c3ccccc31)[C@H](CO)N2C(=O)C1CCCC1
9.7	COc1ccccc1NC(=O)c1c(C)nc2ccccc2c1C(=O)O
5.2	Cc1ccc(OC(=O)C2CCN(C(=O)c3ccccc3C)CC2)c(Br)c1
0.3[25 µM]	CO[C@@H]1CN(C)C(=O)c2ccc(NC(=O)NC3CCCCC3)cc2OC[C@@H](C)N(CCc2ccccc2)C[C@H]1C
6.8	COc1ccc(NC(=O)Nc2ccc3c(c2)[C@@H]2C[C@H](CC(=O)NC4CCCC4)O[C@H](CO)[C@@H]2O3)cc1
-22.2	CCCCCC(=O)Nc1sc(C)c(C)c1C#N
-2.8	C[C@@H]1CN([C@H](C)CO)C(=O)c2cc(NS(=O)(=O)c3cn(C)cn3)ccc2O[C@H]1CN(C)C(=O)Nc1ccccc1
-6.0	O=C(Oc1ccccc1Cl)c1ccccc1
8.4	COc1ccc(-c2cc(C(F)F)n3ncc(C(=O)NCCCN4CCCC4=O)c3n2)cc1
45.1[25 µM]	C[C@@H]1CN([C@H](C)CO)C(=O)c2c(c3ccccc3n2C)-c2ccccc2CO[C@H]1CN(C)Cc1ccccc1C(F)(F)F

Some of the compounds tested. The share of hits here may be higher or lower than overall.
